STAT1 activator – activators of IFN-gamma induced STAT1 signaling | 2.6% of 200,000 active | NIH 3T3 STAT1-luciferase reporter, luminescence; 100% = IFN-gamma alone, no compound | activation (% of control), % at 5.5 µM;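 active = activation above the screen-wide mean activation plus 3 SD, cut at about 130% in these data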;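 also: raw ratio to IFN-gamma control signal so 100% means no change and 0% no light; values of inactives mirror those of a sister screen read the other way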
APP 5UTR inh – APP translation inhibition; AID 1285; SH-SY5Y APP 5'UTR-luciferase reporter, luminescence; 0.82% of 190,000 active; inhibition, % at 2 µM;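 active = inhibition above a set limit, derived from the sample mean plus 3 SD, cut at about 45% in these data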; also: values of inactives mirror those of a sister screen read the other way
Hsp70 act – transcriptional activators of Hsp70 | HeLa Hsp70 promoter luciferase reporter, luminescence; scaled: vehicle 0, proteasome-inhibitor control 100% | activation, % at 10 µM | 0.04% of 200,000 active | AID 1203;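 active = activation above the mean across all tested compounds plus 3 SD, cutoff set per campaign, cut at about 5.5% in these data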;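 also: 100% = MG132 at 30 µM as the positive control and 0% = DMSO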
STAT3 act – increases IL-6 driven STAT3 reporter signal | U3A cells, IL-6 STAT3-luciferase reporter, luminescence; 100% = signal with IL-6 EC80 alone | activation (% of control), % at 5.6 µM | 0.91% of 190,000 active;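 active = activation above the screen-wide mean of compound activation plus 3 SD, cut at about 130% in these data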;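 also: 0% = background luminescence of wells with medium and substrate only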
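Material: STAT1-lacking human U3A cells, STAT3 luciferase reporter | Benchmarks: IL-6-only wells as 100% reference | Probe or stimulus: IL-6 (33 ng/mL) | Timing: Compound 1 h, then IL-6 6 h at 37 °C | Detection: Luminescence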
RAM network inh – blocks the yeast RAM network. inhibition, % at 50 µM. S. cerevisiae dse1pr::URA3 reporter, 5-FOA growth OD615, 2 d; analog-sensitive cbk1-as2 kinase mutant strain. 1.8% of 190,000 active;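 active = inhibition above a set limit, 3 SD over mean compound inhibition, cut at about 8.4% in these data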;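 also: 0% = DMSO-only wells with no growth and 100% = 10 µM 1-NA-PP1 full growth; inhibition rescues growth on 5-FOA so higher OD means more RAM inhibition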
APP 5'UTR act – APP 5'UTR luciferase reporter activation; 1% of 190,000 active; activation, % at 2 µM; SH-SY5Y APP 5'UTR luciferase reporter, luminescence; zero percent = DMSO vehicle wells;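 active = activation above a set limit, based on mean plus 3 SD of controls, cut at about 140% in these data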; also: values of inactives mirror those of a sister screen read the other way
STAT3 inh – STAT3 signaling inhibition. 0.89% of 190,000 active. inhibition, % at 5.5 µM. U3A cells, IL-6 STAT3-luciferase reporter, luminescence; host cell line lacks STAT1;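 active = inhibition above the mean inhibition across all screened compounds plus 3 SD, cut at about 44% in these data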;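 also: 0% = DMSO only wells and 100% = 100 µM nifuroxazide control wells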
FLuc inhib CS – counter-screen for luciferase assay inhibitors: firefly luciferase inhibition; P08659; ATPLite firefly luciferase biochemical luminescence, 10 min; inhibition, % at 10 µM; 1.5% of 200,000 active; AID 1006;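 active = inhibition above about 50% when tested at 10 µM, limit read from the data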
Target sequence (P08659 whole entry, looked up): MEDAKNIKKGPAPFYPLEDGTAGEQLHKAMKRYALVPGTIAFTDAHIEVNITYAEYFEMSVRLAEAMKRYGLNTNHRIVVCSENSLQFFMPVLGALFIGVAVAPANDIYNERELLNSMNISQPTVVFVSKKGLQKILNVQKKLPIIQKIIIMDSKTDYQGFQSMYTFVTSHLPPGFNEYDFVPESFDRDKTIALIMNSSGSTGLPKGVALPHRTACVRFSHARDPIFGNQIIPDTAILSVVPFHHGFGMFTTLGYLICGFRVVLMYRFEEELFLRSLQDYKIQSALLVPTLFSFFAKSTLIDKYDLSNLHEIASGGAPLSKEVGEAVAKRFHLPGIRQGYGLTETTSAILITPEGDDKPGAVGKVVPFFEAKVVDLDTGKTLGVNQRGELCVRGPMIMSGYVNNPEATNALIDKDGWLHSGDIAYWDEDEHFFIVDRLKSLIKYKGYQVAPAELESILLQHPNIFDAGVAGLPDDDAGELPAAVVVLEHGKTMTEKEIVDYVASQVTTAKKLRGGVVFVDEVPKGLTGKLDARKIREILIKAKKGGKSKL
NF-kB neuron act – compounds increasing NF-kB expression in human neuronal cells; fold change at 12.5 µM; 1.6% of 190,000 active; NF-kB reporter expression; stronger effect = higher value; in the data active = fold change above about 3.3
STAT1 blocker – STAT1 signaling inhibition. 0.35% of 200,000 active. inhibition, % at 5.5 µM. NIH 3T3 STAT1-luciferase reporter, IFN-gamma, luminescence. AID 920;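 active = inhibition above a set limit, the mean inhibition across all tested compounds plus 3 SD, cut at about 34% in these data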;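 also: 0% = IFN-gamma with DMSO and 100% = IFN-gamma with 300 µM nifuroxazide; values of inactives mirror those of a sister screen read the other way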
* marks the source's active call; other numbers are inactive results; . = not tested or not shown.

SMILES	STAT1 activator	APP 5UTR inh	Hsp70 act	STAT3 act	RAM network inh	APP 5'UTR act	STAT3 inh	FLuc inhib CS	NF-kB neuron act	STAT1 blocker
Clc1ccccc1C(c1ccccc1)(c1ccccc1)n1ccnc1	87	17	0.4	101	-1.5	-17	1	-5	0.87	12
Cc1cc(C)nc(SCC(=O)N(C)C)n1	96	-10	-0.1	97	1.3	10	9	-5	1.2	4
O=[N+]([O-])c1ccc(N2CCCC2)cc1N1CCCC1	94	-9	-0.4	95	1.5	9	12	-4	0.98	6
CCN(CC)S(=O)(=O)c1ccc(N2CCOCC2)c(NC(=O)CC23CC4CC(CC(Br)(C4)C2)C3)c1	93	-38	-0.2	105	4.9	37	-5	-5	1.3	8
O=C(C1CC1)N1CCc2cc(Br)cc(S(=O)(=O)NC3CCCCC3)c21	103	3	-0.2	102	1.6	-3	4	-5	0.63	-4
COc1ccc(-c2nnc3sc(-c4ccco4)nn23)cc1OC	97	-7	0.1	85	3.6	7	23	-1	0.55	3
COc1ccc(Cl)cc1S(=O)(=O)N1CCCC(C(=O)NCC(N)=O)C1 (stereo not drawn)	93	2	-0.6	100	.	-2	8	.	.	7
COc1cc(/C=C/C(=O)O)cc(S(=O)(=O)N2CCc3ccccc32)c1OC	100	3	-0.2	120	3.1	-3	-21	0	0.95	-1
Cc1ccc(C(C(=O)NC(C)(C)C)N(Cc2ccco2)C(=O)Cn2nnc(-c3cccs3)n2)cc1 (stereo not drawn)	95	-8	-0.3	96	3.6	8	8	-4	1.1	6
CCN(CC)S(=O)(=O)c1cccc(NC(=O)Nc2cccc(C(F)(F)F)c2)c1	102	12	0.0	90	7.8	-12	19	5	0.49	-2
CN(CC(=O)Nc1ccc(S(=O)(=O)N2CCCC2)cc1)Cc1ccc(Cl)cc1Cl	95	-13	-0.3	103	-0.3	13	0	-2	0.59	6
COC(=O)CSc1nnc(CNS(=O)(=O)c2ccc(Cl)cc2)n1C	92	-17	0.0	101	-0.2	17	3	-6	1.1	9
CC(=O)Nc1nc(-c2ccc(Br)s2)cs1	117	-25	-0.3	82	2.4	25	27	7	1.4	-19
CCn1cc(C(=O)NCCCOC)c(=O)c2cc(S(=O)(=O)N(C)C)ccc21	93	8	-0.2	106	0.5	-8	-2	-3	1.1	8
CCN1C(=O)/C(=C/c2ccc(C)s2)NC1=S	92	-13	-0.5	91	1.9	13	12	5	1.6	4
NC(=O)CNC1CC(=O)N(CCc2ccccc2)C1=O (stereo not drawn)	91	-22	0.3	96	-0.3	22	12	1	1.3	10
COc1cc2c(cc1OC)C(c1ccccc1F)OC(=O)C2 (stereo not drawn)	93	-10	-0.3	100	-1.0	10	-4	-12	0.83	7
Fc1ccc(/C=C\c2nccc3c2[nH]c2ccccc23)cc1	117	-12	-0.2	138*	1.1	12	-46	8	1	-21
COc1ccccc1NC(=O)/C(=N/OCc1ccc(C#N)cc1)C(C)=O	101	14	-0.1	100	1.3	-14	3	-7	1.2	-2
O=C(COC(=O)c1cc[n+]([O-])cc1)Nc1ccc([N+](=O)[O-])cc1Cl	106	-27	-0.2	103	0.1	27	-2	-4	0.96	-9
Cc1ccc(/C=C/C(=O)c2nc3ccccc3[nH]2)cc1	110	2	0.0	95	1.1	-2	14	94*	1.6	-12
COc1cccc(CNC(=O)Cc2nc3nc(C)cc(C)n3n2)c1	100	.	-0.3	100	0.5	.	0	-12	1.1	0
CCS(=O)(=O)c1ccc2c(c1)N(S(=O)(=O)c1ccc(C)cc1)CC(C(=O)O)O2 (stereo not drawn)	98	-13	-0.1	96	1.9	13	11	-4	2.3	1
O=C(CCCN1Cc2ccccc2C1)c1ccc(F)cc1	103	-22	0.1	93	0.7	22	11	-5	1.3	-4
CCOC(=O)Cn1c(=NC(=O)c2cc(-c3cccs3)nc3ccccc23)sc2cc(S(N)(=O)=O)ccc21	107	6	-0.3	97	6.0	-7	12	-2	1	-8
COc1ccc(-n2c(Cc3cccn3C)nnc2SCC(=O)NC2CCCCC2)cc1	98	1	-0.3	112	1.7	-1	-14	-3	1	3
O=C(CCNC(=O)c1ccc(Cl)cc1)Nc1c(F)c(F)cc(F)c1F	87	14	-0.1	83	-0.1	-14	19	-8	1.2	14
O=c1[nH]c(=O)n(Cc2ccco2)c2c1C(C(F)(F)F)(C(F)(F)F)N=C(c1ccc(F)cc1)N2	59	33	-0.2	60	8.8*	-33	51*	0	0.99	45*
CCN1C(=O)N(CC)C2C1N(C(C)=O)C(=O)N2C(C)=O (stereo not drawn)	104	-32	-0.2	107	0.5	32	-3	-4	0.95	-4
CC(C)C(C)NC(=O)CN1C(=O)NC2(CCc3ccccc3C2)C1=O (stereo not drawn)	99	-21	-0.2	107	1.3	21	4	-2	0.92	0

Arranged by heavy-atom count (ascending): some entries from above.
SMILES	STAT1 activator	APP 5UTR inh	Hsp70 act	STAT3 act	RAM network inh	APP 5'UTR act	STAT3 inh	FLuc inhib CS	NF-kB neuron act	STAT1 blocker
CCN1C(=O)N(CC)C2C1N(C(C)=O)C(=O)N2C(C)=O (stereo not drawn)	104	-32	-0.2	107	0.5	32	-3	-4	0.95	-4
O=C(CCCN1Cc2ccccc2C1)c1ccc(F)cc1	103	-22	0.1	93	0.7	22	11	-5	1.3	-4
O=C(CCNC(=O)c1ccc(Cl)cc1)Nc1c(F)c(F)cc(F)c1F	87	14	-0.1	83	-0.1	-14	19	-8	1.2	14
CCS(=O)(=O)c1ccc2c(c1)N(S(=O)(=O)c1ccc(C)cc1)CC(C(=O)O)O2 (stereo not drawn)	98	-13	-0.1	96	1.9	13	11	-4	2.3	1
COc1ccc(-n2c(Cc3cccn3C)nnc2SCC(=O)NC2CCCCC2)cc1	98	1	-0.3	112	1.7	-1	-14	-3	1	3
CCOC(=O)Cn1c(=NC(=O)c2cc(-c3cccs3)nc3ccccc23)sc2cc(S(N)(=O)=O)ccc21	107	6	-0.3	97	6.0	-7	12	-2	1	-8

Carrying on.
SMILES	STAT1 activator	APP 5UTR inh	Hsp70 act	STAT3 act	RAM network inh	APP 5'UTR act	STAT3 inh	FLuc inhib CS	NF-kB neuron act	STAT1 blocker
Cc1nc2cc(CC(=O)O)ccc2o1	95	-10	-0.3	99	1.5	10	4	-3	1.1	6
CC(C)(C)NCC(O)COc1c(F)cc(Br)cc1F (stereo not drawn)	103	2	-0.1	108	0.8	-2	-12	-5	1.2	-3
COc1ccc(C(O)c2nc3ccccc3s2)cc1 (stereo not drawn)	106	1	0.1	78	0.4	-1	26	-6	1.2	-7
O=C1Nc2ccccc2CCC1Sc1nnc(-c2ccc(Cl)cc2)s1 (stereo not drawn)	88	28	-0.1	84	1.2	-28	22	-4	1.1	13
Fc1ccc(/C=N/n2c(-c3cccs3)n[nH]c2=S)cc1	97	14	-0.1	94	1.0	-14	13	-3	1.2	3
COc1cc2[nH]ccc(=O)c2cc1OC	101	-15	-0.2	95	0.5	15	4	-9	1.2	-1
CCNS(=O)(=O)c1ccc2nc(NC(=O)/C=C/c3cc(OC)c(OC)c(OC)c3)sc2c1	105	5	-0.2	104	1.8	-5	-2	-1	0.94	-6
O=C(c1ccc2ccccc2c1)C1CCCN(S(=O)(=O)c2cccnc2)C1 (stereo not drawn)	99	-7	-0.1	101	3.4	7	6	-4	0.71	-1
COC(=O)c1ccccc1NC(=O)COC(=O)/C=C/c1ccco1	107	2	0.5	96	1.9	-2	9	-3	1.2	-8
Oc1cnc2ccccc2c1CN1CCOCC1	98	6	-0.5	98	0.2	-6	5	-6	1.2	2
O=C(O)CCCC(=O)Nc1ccccc1Br	106	-2	-0.1	97	2.2	2	6	-5	1.3	-6
CCn1c(SCC(=O)c2ccc(F)cc2)nnc1-c1ccoc1C	105	-28	0.0	91	0.7	28	15	5	1.7	-5
O=C(Nc1ccc(F)cc1)C1CCCN(S(=O)(=O)c2cccc3cccnc23)C1 (stereo not drawn)	103	-13	-0.1	97	0.6	13	13	-9	0.96	-4
O=C(CN1CCCCC1)NNc1nc(-c2ccccc2)c2cc(Cl)ccc2n1	102	7	-0.2	99	1.5	-7	10	3	0.99	-2
Cc1cc(C)c2[nH]c(=O)c(C(c3nnnn3CC3CCCO3)N3CCCC(C)C3)cc2c1 (stereo not drawn)	96	17	0.1	109	1.0	-17	-7	-4	1	5
O=c1c2cc(Cl)ccc2oc2nc3n(c(=O)c12)CCCS3	98	3	-0.4	79	-0.7	-3	29	-3	1.2	2
Cc1ccc(Cl)c(OCC(=O)OCC(=O)NC2CCCc3ccccc32)c1 (stereo not drawn)	98	-12	-0.1	104	4.1	12	1	-4	0.93	2
O=S(=O)(NCc1cccnc1)c1ccccc1	94	14	-0.2	104	0.9	-14	2	-7	1.2	7
Cc1cccc(NC(=S)N(CCc2nc3cc(C)c(C)cc3[nH]2)Cc2cccnc2)c1	100	-3	-0.3	102	0.9	3	0	-2	0.9	0
Cn1c(Oc2ccc(F)cc2)c(C=O)c2ccccc21	92	11	-0.1	104	1.4	-11	6	-6	0.89	7
Cc1ccccc1-c1nc(CN2CCC(C(=O)NC3CCN(Cc4ccccc4)CC3)CC2)c(C)o1	92	8	-0.1	96	.	-8	10	.	.	9
CC1CCCCN1C(=O)CN1C(=O)CN(C)C(=O)c2ccccc21 (stereo not drawn)	100	0	-0.4	105	1.9	0	-2	1	0.95	0
CC(=O)NC(=O)Nc1sc(=S)n(C)c1C	102	9	0.2	91	0.8	-9	11	-2	1.2	-3
O=C(O)CCCn1cc(NC(=O)c2cccc(F)c2)cn1	108	18	0.1	101	1.7	-18	2	0	1.3	-9
COc1cc(OC)c2nc(C)c3c(c2c1)N(c1ccc(O)cc1)CC3	106	0	0.0	111	-0.9	0	-10	-4	1	-7
CCCCNC(=O)c1cc2n(n1)C(C(F)(F)F)CC(c1ccccc1)N2 (stereo not drawn)	99	2	-0.5	101	0.6	-2	5	-8	1.1	1
Cc1cc2ccccc2n1CCNC(=O)C1CCCCC1	106	-10	0.2	98	2.7	10	11	-2	0.95	-7

Shown with two lines to a compound: entries from further up.
Values run as follows: STAT1 activator, APP 5UTR inh, Hsp70 act, STAT3 act, RAM network inh, APP 5'UTR act, STAT3 inh, FLuc inhib CS, NF-kB neuron act, STAT1 blocker
> Cc1ccccc1-c1nc(CN2CCC(C(=O)NC3CCN(Cc4ccccc4)CC3)CC2)c(C)o1
 : 92, 8, -0.1, 96, ., -8, 10, ., ., 9
> CC1CCCCN1C(=O)CN1C(=O)CN(C)C(=O)c2ccccc21 (stereo not drawn)
 : 100, 0, -0.4, 105, 1.9, 0, -2, 1, 0.95, 0
> CC(=O)NC(=O)Nc1sc(=S)n(C)c1C
 : 102, 9, 0.2, 91, 0.8, -9, 11, -2, 1.2, -3
> O=C(O)CCCn1cc(NC(=O)c2cccc(F)c2)cn1
 : 108, 18, 0.1, 101, 1.7, -18, 2, 0, 1.3, -9
> COc1cc(OC)c2nc(C)c3c(c2c1)N(c1ccc(O)cc1)CC3
 : 106, 0, 0.0, 111, -0.9, 0, -10, -4, 1, -7
> CCCCNC(=O)c1cc2n(n1)C(C(F)(F)F)CC(c1ccccc1)N2 (stereo not drawn)
 : 99, 2, -0.5, 101, 0.6, -2, 5, -8, 1.1, 1
> Cc1cc2ccccc2n1CCNC(=O)C1CCCCC1
 : 106, -10, 0.2, 98, 2.7, 10, 11, -2, 0.95, -7

Source: PubChem BioAssay (several laboratories)
